Source: PubChem BioAssay (Sanford-Burnham Center for Chemical Genomics)
mIAP act – increases mouse intestinal alkaline phosphatase activity. muIAP, CDP-Star luminescence, 30 min; hits give high values; 1 = vehicle-only enzyme signal, 0 = enzyme-free wells. activation factor at 10 µM. 0.24% of 330,000 active. AID 2805;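 active = activation factor of at least 2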; note: the source names both 10 and 20 µM as test concentration; values of inactives mirror those of a sister screen read the other way
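Assay system: mouse IAP enzyme / Compound: DMSO-dissolved test compounds / Timing: 30 min, room temperature / Measured by: luminescence from enzymatic CDP-Star hydrolysis / Control set: DMSO-only wells, enzyme-free buffer wells as negative control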
hIAP block – blocks human intestinal alkaline phosphatase. 0.12% of 330,000 active. inhibition, % at 10 µM. P09923. purified IAP, CDP-Star luminescence, 30 min;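 active = inhibition reaching a set limit with compound at 10 µM in the primary screen, cut at about 35% in these data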;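 note: plate controls were DMSO wells with enzyme for no effect and no-enzyme buffer wells for full effect; values of inactives mirror those of a sister screen read the other way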
Target sequence (P09923 whole entry, looked up): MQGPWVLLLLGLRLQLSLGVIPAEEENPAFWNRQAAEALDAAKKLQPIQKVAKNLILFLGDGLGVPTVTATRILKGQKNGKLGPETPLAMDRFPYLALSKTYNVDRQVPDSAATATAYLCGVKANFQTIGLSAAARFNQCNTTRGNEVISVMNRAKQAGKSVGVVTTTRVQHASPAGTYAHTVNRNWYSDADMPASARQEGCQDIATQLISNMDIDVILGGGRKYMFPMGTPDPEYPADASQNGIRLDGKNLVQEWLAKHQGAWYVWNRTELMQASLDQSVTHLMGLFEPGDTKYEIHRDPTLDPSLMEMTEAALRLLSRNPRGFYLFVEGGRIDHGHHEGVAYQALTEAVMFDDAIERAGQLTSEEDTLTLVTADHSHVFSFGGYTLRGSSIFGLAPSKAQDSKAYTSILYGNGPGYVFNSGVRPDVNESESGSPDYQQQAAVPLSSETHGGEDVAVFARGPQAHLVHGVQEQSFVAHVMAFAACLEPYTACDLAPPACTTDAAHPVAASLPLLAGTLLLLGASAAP
NLRP3 yeast inh – NALP3 inhibition in yeast; inhibition, % at 10 µM; AID 2825; Yeast reconstituted NLRP3/ASC/caspase-1, beta-gal luminescence, 24 h; 0.39% of 330,000 active;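 active = inhibition of 50% or more; inactive = inhibition below 50%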;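 note: plate controls were induced DMSO wells for no effect and uninduced yeast grown without galactose for full effect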
Apaf-1 inh – human Apaf-1 inhibition; reconstituted apoptosome caspase-3 activity, DEVD-Rh110 fluorescence; 0.71% of 330,000 active; inhibition, % at 20 µM; active = inhibition of at least 40% at 20 µM;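 note: plate controls were DMSO wells for no effect and DEVD-CHO caspase inhibitor wells for full effect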
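Material: reconstituted apoptosome with Apaf-1, cytochrome c, caspase-9, procaspase-3, dATP; medium: pH 7.5 Hepes buffer with CHAPS, BSA, DTT; also added: cytochrome c and DEVD-Rh110 substrate; timing: 30 min plus 50 min, RT; signal: Rh110 fluorescence intensity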
TIM10 inh – TIM10 yeast growth inhibition; S. cerevisiae TIM10 strain growth, BacTiter-Glo luminescence, 24 h; inhibition, % at 10 µM; 1.4% of 330,000 active; AID 463195;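 active = inhibition of 40% or more at the single tested concentration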;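 note: wild-type TIM10 isogenic control strain grown at permissive 25 °C; 0% = DMSO yeast wells and 100% = minimal medium wells without yeast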
tim10-1 inh – tim10-1 yeast growth inhibition; S. cerevisiae tim10-1 ts strain growth, BacTiter-Glo, 24 h; inhibition, % at 20 µM; 2.2% of 330,000 active;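 active = inhibition of at least 40%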;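 note: mutant grown at 25 °C; 0% = DMSO wells with yeast and 100% = wells holding no yeast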
hIAP act – increases human intestinal alkaline phosphatase activity | P09923 | purified human IAP, CDP-Star luminescence, 30 min; hits give high values; 1 = vehicle-only enzyme, 0 = enzyme-free background | activation factor at 10 µM | 0.16% of 330,000 active | AID 2524;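 active = activation factor of the enzyme at least 2-fold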; note: the source names both 10 and 20 µM as test concentration; values of inactives mirror those of a sister screen read the other way
ATG4B inhibitor – ATG4B (human) cysteine protease inhibition. inhibition, % at 8.33 µM. 0.51% of 340,000 active. ATG4B cleavage of LC3-PLA2, NBD-HPC fluorescence, 1 h. Q9Y4P1; in the data active = inhibition above about 40%
Target sequence (Q9Y4P1 whole entry, looked up): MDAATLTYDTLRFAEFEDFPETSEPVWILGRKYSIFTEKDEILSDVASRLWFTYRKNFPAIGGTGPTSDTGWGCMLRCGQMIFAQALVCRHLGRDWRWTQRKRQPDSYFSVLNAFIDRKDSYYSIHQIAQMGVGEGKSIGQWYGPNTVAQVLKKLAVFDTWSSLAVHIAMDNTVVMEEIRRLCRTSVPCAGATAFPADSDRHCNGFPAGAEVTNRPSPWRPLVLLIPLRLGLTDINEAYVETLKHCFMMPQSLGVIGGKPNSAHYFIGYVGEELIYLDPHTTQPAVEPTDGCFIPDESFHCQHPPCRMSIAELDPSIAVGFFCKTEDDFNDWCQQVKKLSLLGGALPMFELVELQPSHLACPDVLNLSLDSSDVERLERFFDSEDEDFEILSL
mIAP block – mouse IAP inhibition; purified mouse IAP, CDP-Star luminescence, 30 min; 0.2% of 330,000 active; inhibition, % at 10 µM; AID 2806;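 active = inhibition of at least 40% at 10 µM in the primary screen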;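 note: plate controls were DMSO with enzyme for no effect and no enzyme wells for full effect; values of inactives mirror those of a sister screen read the other way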
* = called active by the depositor. This is a random part of the collection; overall some 4.5% were active at least once.

Under each structure – mIAP act	hIAP block	NLRP3 yeast inh	Apaf-1 inh	TIM10 inh	tim10-1 inh	hIAP act	ATG4B inhibitor	mIAP block
O=C(c1cc2ccccc2oc1=O)N(Cc1ccco1)Cc1cccs1
    1.03	-0.4	9.9	15.4	2.5	26.6	1	8.7	-2.6
CCN(CC)Cc1cc2ccccc2c2c1COC2
    0.923	-3.1	-4.2	-10.6	-3.9	7.9	1.03	-9.8	7.7
COc1ccc(CC(=O)OCC(=O)NCCNC(=O)COC(=O)Cc2ccc(OC)cc2)cc1
    1.03	8.2	-0.4	2.1	6.4	0.1	0.918	0.4	-3.2
CCOc1ccccc1NC(=O)c1ccc(Cl)c(NC(=O)CC(c2ccccc2)c2ccccc2)c1
    1.12	2.7	-6.4	-54.9	7.3	2.5	0.973	-6.4	-12.3
CC(C)c1ccc(NC(=O)CCNC(=O)Cn2ccc3ccccc3c2=O)cc1
    0.971	5.3	-9.1	3.6	8.5	-11.0	0.947	-2.7	2.9
CCCCN(C)/C=N/c1c(C#N)cnn1-c1ccc(C)cc1
    0.913	16.7	-3.6	14.0	16.9	24.1	0.833	5.9	8.7
CCOC(=O)c1cccc(NC(=O)CCc2nc(-c3ccccc3F)no2)c1
    1.13	-6.6	28.7	5.2	-34.8	-20.4	1.07	-0.5	-13.0
CC1CCc2nc3ccc(S(=O)(=O)N4CCC(C(=O)NC5CCCC5)CC4)cc3c(C(=O)O)c2C1 (centres undefined)
    1.01	11.8	7.0	4.0	2.1	7.3	0.882	2.7	-0.9
Cc1[nH]n(CCC#N)c(=O)c1CC(=O)N1CCN(c2ccccc2)CC1
    0.989	-3.9	-13.0	11.7	-7.7	5.4	1.04	-0.5	1.1
O=C(NC1CCCCC1)C1CC(=O)N(CCc2ccccc2)C1 (centres undefined)
    0.923	17.1	-0.8	-6.2	8.2	23.4	0.829	7.7	7.7
CC1CCN(S(=O)(=O)N2CCC(C(=O)NCCN3CCOCC3)CC2)CC1
    1.04	9.1	4.8	-4.9	2.7	0.8	0.909	-3.4	-4.1
Cc1ccc(C(=O)Nc2cc(Cl)ccc2-n2cncn2)o1
    0.947	-17.0	-2.9	4.9	-5.1	11.8	1.17	-3.3	5.3
O=C(O)c1cccc2c1C(=O)c1ccc(N3CCCC3)cc1S2(=O)=O
    0.952	9.0	-31.5	-6.7	-8.3	-5.0	0.91	-2.3	4.8
COc1ccccc1/C=C/C(=O)OCCN1C(=O)c2ccccc2C1=O
    1.02	3.6	27.1	13.4	7.3	16.0	0.964	16.2	-2.2
CC1CC(=O)Nc2ccccc2N1S(=O)(=O)c1cccc(F)c1 (centres undefined)
    1.02	0.8	7.6	-4.1	4.0	-10.0	0.992	8.0	-1.6
COc1ccc(-c2cc(C(=O)NCCc3ccccc3)no2)cc1OC
    1.14	-17.8	16.6	7.7	3.1	-8.1	1.18	-5.7	-13.9
C=CCNc1nc(C(=O)OCC(=O)c2ccc(OC)cc2OC)cs1
    0.981	18.4	10.5	8.9	24.7	15.7	0.816	-3.5	1.9
CCS(=O)(=O)N1CCC(NC(=O)c2cc(OC)cc(OC)c2)CC1
    0.968	-11.5	-2.4	-20.6	-9.0	0.9	1.11	-7.1	3.2
Cc1ccc(S(=O)(=O)NC2=NCN(C(C)C)CN2)cc1
    0.957	-9.3	4.7	2.0	11.4	6.2	1.09	1.9	4.3
COc1cc(CNC2CCC(C)C2)cc(OC)c1 (centres undefined)
    0.947	-4.4	3.9	8.3	-9.0	7.0	1.04	-16.9	5.3

Profiles as entered above.
`O=C(O)c1cccc2c1C(=O)c1ccc(N3CCCC3)cc1S2(=O)=O` as listed: mIAP act: 0.952; hIAP block: 9.0; NLRP3 yeast inh: -31.5; Apaf-1 inh: -6.7; TIM10 inh: -8.3; tim10-1 inh: -5.0; hIAP act: 0.91; ATG4B inhibitor: -2.3; mIAP block: 4.8
`Cc1ccc(S(=O)(=O)NC2=NCN(C(C)C)CN2)cc1` as listed: mIAP act: 0.957; hIAP block: -9.3; NLRP3 yeast inh: 4.7; Apaf-1 inh: 2.0; TIM10 inh: 11.4; tim10-1 inh: 6.2; hIAP act: 1.09; ATG4B inhibitor: 1.9; mIAP block: 4.3

Continued:
Under each structure – mIAP act	hIAP block	NLRP3 yeast inh	Apaf-1 inh	TIM10 inh	tim10-1 inh	hIAP act	ATG4B inhibitor	mIAP block
O=C1N[C@@H](Cc2ccccc2)COC(=O)[C@H](Cc2ccc(F)cc2)C/C=C\C[C@@H]1CC(=O)N(CCO)Cc1ccccc1
    0.958	1.6	22.8	20.9	-1.1	4.5	0.984	-4.8	4.2
Cc1nc(=S)c2ccccc2[nH]1
    0.918	-12.8	2.3	12.3	21.5	17.5	1.13	-3.5	8.2
CCCc1nc2c(s1)CCc1onc(-c3cccc([N+](=O)[O-])c3)c1-2
    0.668	17.0	19.4	19.6	-10.7	-2.5	0.83	-7.8	33.2
CCOc1ccc(CCNC(=O)C(C)n2nc(C)c3c(C)n(-c4ccccc4)nc3c2=O)cc1 (centres undefined)
    0.974	16.7	11.5	8.1	14.4	17.3	0.833	-2.7	2.5
Cc1cccc(NC(=O)Cn2c(O)c(N=NC(N)=S)c3ccccc32)c1
    0.767	-5.3	6.3	-30.9	-11.1	11.3	1.05	-4.8	23.3
CCOC(=O)C1CCN(C(=O)Nc2c(-c3ccccc3)noc2C)CC1
    0.957	-3.1	16.8	-10.9	10.2	12.6	1.03	2.3	4.3
COC(=O)c1sc(N/N=C/c2ccc(C(C)C)cc2)nc1C
    1.02	-24.6	-5.3	27.2	22.1	15.6	1.25	2.0	-1.7
CC1CN(CN2C(=O)c3ccccc3C2=O)CC(C)O1 (centres undefined)
    0.924	10.0	-6.5	-9.0	-1.9	8.4	0.9	6.2	7.6
O=C1N=c2ccccc2=C1c1sc(NS(=O)(=O)Cc2ccccc2)nc1O
    0.915	18.3	14.8	-6.1	0.0	-6.4	0.817	2.2	8.5
Cc1nn2c3ccccc3n(CCN3CCCCC3)c2nc1=O
    1.01	2.6	6.4	0.9	3.5	4.2	0.974	-11.3	-1.2
COC(=O)c1cc(OC)c(OCc2cc(C(=O)OC)oc2C)c(OC)c1
    1.15	-1.7	-11.8	5.6	2.2	18.8	1.02	-8.1	-14.7
CC1(C)Cc2c(cnn2-c2ccc(F)cc2)C(NC(=O)C2CCC2)C1 (centres undefined)
    1.04	-10.0	4.0	20.1	2.1	32.8	1.1	4.0	-4.0
NS(=O)(=O)c1ccc(NC(=O)COC(=O)CCc2ccc(S(=O)(=O)N3CCOCC3)cc2)cc1
    0.974	1.3	8.5	-8.8	-5.0	-7.1	0.987	0.6	2.6
COc1ccc(C2=NN(C(=O)c3cccs3)C(c3ccccc3O)C2)cc1 (centres undefined)
    0.898	3.4	5.9	31.7	19.8	15.3	0.966	-2.2	10.2
CCCCOc1cccc(NC(=O)CSc2nncn2C)c1
    0.922	-2.0	5.8	3.0	-8.5	-4.2	1.02	-9.9	7.8
O=C(CSc1cccc(C(F)(F)F)c1)NC(=O)NCc1ccco1
    0.977	14.2	-0.7	6.3	18.3	-0.5	0.858	-5.2	2.3
Cc1nc(N)sc1C(=O)N1N=N1
    0.78	0.5	16.4	-2.8	-8.3	-8.0	0.995	-4.1	22.0
O=C(CN1CCOCC1)NCc1ccccc1
    0.859	-2.5	13.0	-9.3	-6.0	12.9	1.02	2.9	14.1
Cc1ccc(S(=O)(=O)N(C)c2ccc(OCC(=O)NCC3(N(C)C)CCCCC3)cc2)cc1
    1.1	15.8	24.8	11.0	7.4	7.3	0.842	7.6	-9.8
c1ccc(-c2nnc3sc(-c4csc5c4CCCC5)nn23)cc1
    0.965	1.1	27.9	17.3	15.3	21.5	0.99	-6.5	3.5
Cc1c(CC(=O)NCCCC(=O)O)c(=O)oc2cc3c(cc12)CCC(C)(C)O3
    1.07	-8.1	12.7	-1.4	-8.1	-3.2	1.08	-5.9	-7.0
NS(=O)(=O)c1ccc(CCNC(=O)CC(c2ccccc2)c2ccccc2)cc1
    0.971	6.0	5.2	4.4	-4.4	1.9	0.94	-8.2	2.9
CCc1nnc(SCC(=O)Nc2ccc(N3CCOCC3)cc2)n1C
    0.902	15.6	8.0	0.5	2.1	3.3	0.844	2.4	9.8
Cn1c(=O)c2c(nc(NCCCN3CCOCC3)n2Cc2ccc(Cl)cc2)n(C)c1=O
    1.01	-5.2	9.3	12.6	-5.8	3.8	1.05	-15.8	-1.1
COC(=O)c1cc(COC(=O)CNC(=O)c2ccc(Br)cc2)oc1C
    1.07	0.8	15.5	2.0	-30.1	-7.4	0.992	-5.0	-7.1
O=C(COC(=O)c1ccc(O)cc1)Nc1ncc(Cl)cc1Cl
    1.02	4.6	-10.6	-11.4	-9.3	27.1	0.954	-7.2	-2.5
O=C(/C=C/c1ccc(Cl)cc1Cl)Nc1cccc(S(=O)(=O)NC2=NCCC2)c1
    0.892	8.6	29.8	10.7	12.5	4.2	0.914	-19.0	10.8
CN(C(=O)COC(=O)c1cc(S(=O)(=O)N2CCOCC2)ccc1F)C1CCS(=O)(=O)C1 (centres undefined)
    0.96	1.1	6.1	-0.7	-4.2	0.5	0.989	-1.2	4.0
O=C(COC(=O)Cn1nnc2ccccc21)Nc1ccccc1Br
    1.13	-6.9	4.2	-13.1	3.4	3.4	1.07	-7.4	-13.1
CC(=O)Oc1ccc(/C=N/NC(=O)c2ccc(N(C)S(=O)(=O)c3ccccc3)cc2)cc1
    0.969	-7.6	5.6	7.1	-11.0	11.6	1.08	9.1	3.1
CC(C)N1CCN(c2ccc(OC[C@H]3CO[C@](Cn4cncn4)(c4ccc(Cl)cc4Cl)O3)cc2)CC1
    1.14	-19.7	21.8	22.9	-97.8	-52.8	1.2	0.6	-13.6
O=c1[nH]c(/C=C/c2ccccc2F)nc2ccccc12
    0.983	-11.4	25.8	-18.5	25.9	-16.1	1.11	2.2	1.7
c1cnc2ccc(C(c3nnnn3C3CCCC3)N3CCSCC3)cc2c1 (centres undefined)
    0.996	-3.9	7.4	2.0	-3.9	16.3	1.04	-3.9	0.4
COc1cc2c(cc1NC(=O)CCC(=O)O)oc1ccccc12
    1.05	-16.3	2.0	-1.0	8.7	-0.3	1.16	-5.7	-5.2
Cc1cccc(N2CC(C(=O)Nc3nccs3)CC2=O)c1C (centres undefined)
    1.03	-10.1	-2.1	-1.1	-0.3	-32.9	1.1	-0.6	-2.7
Cc1ccc(C)c(N2CCN(C(=O)CCC(=O)Nc3nnc(C(F)(F)F)s3)CC2)c1
    0.965	-8.7	-7.7	7.7	14.9	54.6*	1.09	-2.3	3.5
O=C(NCCNc1ccc([N+](=O)[O-])cc1C(F)(F)F)c1ccccc1F
    0.912	14.9	47.8	9.8	-35.6	18.7	0.851	-0.8	8.8
Cc1ccc(C(=O)c2c[nH]cc2-c2ccccc2)cc1
    0.939	-6.1	21.6	-21.7	24.2	27.3	1.06	-10.2	6.1
Brc1cccc(OCCCN2CCCCCC2)c1
    0.92	3.4	19.2	5.5	-31.8	-8.2	0.966	8.2	8.0
O=C(C1=NNC2C(=O)N(c3ccccc3)C(=O)C12)c1nc(Cl)ccc1Cl (centres undefined)
    0.959	-8.5	-0.8	-0.3	5.3	-13.0	1.08	-2.4	4.1
CC(=O)N1CCN(C(=O)CCc2nc3ccccc3c(=O)[nH]2)CC1
    1.05	-16.7	3.1	3.2	-7.2	-11.4	1.17	3.8	-4.9
COc1ccc(CNCCCSc2ncccn2)cc1OC
    1.06	29.8	26.1	-9.2	-85.8	-101.0	0.702	3.0	-5.9
CCOc1c2ccc(C(=O)NCC34CC5CC(CC(C5)C3)C4)cc2nn1CC
    1.12	5.4	3.8	25.4	14.0	28.8	0.946	-9.7	-11.9
